Assay outcomes (PubChem BioAssay)
VLA-4 inh – inhibition in a human VLA-4 binding assay; actives 0.2% (n = 330,000); inhibition, % (about 7 µM as worked out from the volumes in the protocol); VLA-4 expressing cells, ligand binding flow cytometry; AID 2557; in the data active = inhibition above about 50%
Target sequence (P13612 whole entry, looked up): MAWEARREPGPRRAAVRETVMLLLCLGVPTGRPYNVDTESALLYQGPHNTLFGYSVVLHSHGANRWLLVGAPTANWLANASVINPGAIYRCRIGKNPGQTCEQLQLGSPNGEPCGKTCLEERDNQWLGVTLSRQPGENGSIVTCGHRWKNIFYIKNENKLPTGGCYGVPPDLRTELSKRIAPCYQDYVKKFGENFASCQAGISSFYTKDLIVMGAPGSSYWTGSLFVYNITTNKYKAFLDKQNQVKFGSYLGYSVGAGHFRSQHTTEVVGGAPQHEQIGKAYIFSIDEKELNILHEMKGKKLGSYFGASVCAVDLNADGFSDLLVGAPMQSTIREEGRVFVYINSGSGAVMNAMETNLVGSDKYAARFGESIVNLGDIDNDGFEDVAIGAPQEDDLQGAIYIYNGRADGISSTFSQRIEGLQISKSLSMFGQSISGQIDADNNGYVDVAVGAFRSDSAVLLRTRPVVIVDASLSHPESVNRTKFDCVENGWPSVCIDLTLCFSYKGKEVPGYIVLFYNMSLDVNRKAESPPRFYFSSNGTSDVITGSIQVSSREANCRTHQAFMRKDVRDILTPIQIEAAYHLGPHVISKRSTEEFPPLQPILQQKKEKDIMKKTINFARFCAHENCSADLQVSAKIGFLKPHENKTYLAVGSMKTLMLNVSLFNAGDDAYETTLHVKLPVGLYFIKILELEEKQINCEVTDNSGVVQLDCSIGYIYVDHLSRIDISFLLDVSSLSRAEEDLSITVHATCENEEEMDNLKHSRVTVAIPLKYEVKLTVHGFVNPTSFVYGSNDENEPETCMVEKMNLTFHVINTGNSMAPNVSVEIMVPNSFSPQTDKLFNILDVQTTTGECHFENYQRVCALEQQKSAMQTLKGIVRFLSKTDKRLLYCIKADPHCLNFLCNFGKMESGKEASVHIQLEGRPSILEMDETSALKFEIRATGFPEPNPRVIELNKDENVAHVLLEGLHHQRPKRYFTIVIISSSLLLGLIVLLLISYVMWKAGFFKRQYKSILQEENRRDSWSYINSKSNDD
LAP4-GFP MLPCN – yeast TOR pathway LAP4-GFP modulation | S. cerevisiae LAP4-GFP multiplex, flow cytometry GFP, 3 h; median GFP as percent of DMSO wells | GFP response vs DMSO, % at 10 µM | actives 0.34% (n = 320,000);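 active = GFP response vs DMSO above a set limit, about the screen mean plus 3 SD, cut at about 150% in these data; inconclusive = under 70 cell events counted for the yeast strain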
CIT2 TOR yeast – alters CIT2-GFP fluorescence in TOR pathway yeast screen. S. cerevisiae CIT2-GFP strain, flow cytometry, 3 h; 100 means same as DMSO wells. GFP response vs DMSO, % at 10 µM. actives 0.065% (n = 320,000). AID 2029;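 active = GFP response relative to DMSO above a set limit, near the screen mean plus 3 SD, cut at about 150% in these data; inconclusive = Fewer than 70 cells measured for a yeast strain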;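 note: ratio of well median GFP fluorescence to mean of DMSO wells on the plate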
AGP1-GFP MLPCN – alters AGP1-GFP fluorescence in TOR pathway yeast screen | S. cerevisiae AGP1-GFP multiplex flow cytometry, 3 h; GFP as percent of DMSO wells | GFP response vs DMSO, % at 10 µM | actives 0.02% (n = 320,000);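 active = GFP response relative to DMSO above a set limit, near screen average plus 3 SD, cut at about 150% in these data; inconclusive = fewer than 70 cells counted for the yeast strain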;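 note: median GFP channel fluorescence of the gated AGP1 strain per well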
GRK2 inh – blocks RNA aptamer binding to human GRK2. actives 0.59% (n = 330,000). P25098. bead flow cytometry, FAM-aptamer displacement from GRK2. inhibition of aptamer binding, % at 10 µM;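 active = inhibition of aptamer binding above 40%, roughly 3 SD of noise, on plates passing a quality check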;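 note: median bead fluorescence of bound FAM aptamer so fluorescent compounds give negative values; no value below 0 was filed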
MEP2-GFP yeast – yeast TOR pathway MEP2-GFP modulation; S. cerevisiae MEP2-GFP strain, flow cytometry GFP, 3 h; 100% = DMSO control level; GFP response vs DMSO, % at 10 µM; actives 0.51% (n = 330,000); AID 2016;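 active = GFP response versus DMSO above a set limit, roughly screen mean plus 3 SD, cut at about 180% in these data; inconclusive = fewer than 70 cells counted for a yeast strain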;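 note: median GFP fluorescence of the barcode-gated MEP2-GFP cells per well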
CR mimetic SO – yeast age-related superoxide inhibition as caloric restriction mimetic | S. cerevisiae aged cells, superoxide DHE fluorescence; active compounds read low | superoxide response (% of plate mean), % at 10 µM | actives 0.18% (n = 330,000) | AID 2690;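 active = superoxide response under a set limit, about three screen SD below normal, cut at about 65% in these data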;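 note: yeast aged for seven days with compound at 30 °C before DHE staining; 100% = average MFI of all compound-treated wells on the plate with controls excluded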
RPL19A-GFP yeast – yeast TOR pathway RPL19A-GFP modulation | actives 0.3% (n = 330,000) | S. cerevisiae RPL19A-GFP strain, flow cytometry, 3 h; active compounds read low | percent response vs DMSO, % at 10 µM;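 active = percent response vs DMSO below 50%; inconclusive = fewer than 70 events counted for the yeast strain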;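 note: median channel GFP fluorescence of the barcoded RPL19A-GFP strain; ratio of sample median GFP to plate DMSO average so 100% = DMSO; lower means less RPL19A-GFP as with rapamycin TOR inhibition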
* = called active by the depositor; i = inactive; ? = inconclusive. Compounds were not picked by outcome; any-hit rate near 1.7%.

SMILES	VLA-4 inh	LAP4-GFP MLPCN	CIT2 TOR yeast	AGP1-GFP MLPCN	GRK2 inh	MEP2-GFP yeast	CR mimetic SO	RPL19A-GFP yeast
CCOc1ccc(OCC)c(S(=O)(=O)NCc2cccnc2)c1	0	95	93	96	0	102	109	101
C/C(CCc1ccc2c(c1)OCO2)=N\N=C(/N)SC1CC(=O)N(c2ccccc2F)C1=O (stereo not drawn)	10	90	102	100	0	86	101	94
CC/C(=N/NC(=O)c1ccc2c(c1)OCO2)c1ccccc1O	4	120	101	114	0	105	92	104
CCOCCn1c(=NC(=O)c2cc(Cl)sc2Cl)sc2cc(S(N)(=O)=O)ccc21	4	98	104	106	0	104	123	100
Cc1cc(C(=O)CN2C(=O)C(=O)N(CC(C)C)C2=O)c(C)n1-c1ccccc1F	11	99	113	108	0	114	96	112
CCCC(=O)Nc1c(-c2ccc(OC)cc2)c(=O)c2ccccc2n1C	6	?	?	?	0	?	117	?
CCN1CCN(c2ccc(S(=O)(=O)N3CCCCC3)cc2NC(=O)c2cc3ccccc3o2)CC1	-5	106	105	109	0	104	122	100
O=C1N(Cc2cccnc2)C[C@@H]2C[C@@H](c3cccc(C(F)(F)F)c3)N3CCC[C@@]123	0	96	103	100	0	105	104	102
COc1ccc(NC(=O)CN2C(=O)C(C)SC(C)C2=O)c(OC)c1 (stereo not drawn)	8	93	102	102	4	104	106	106
COc1ccc(-c2ccc(SCC(=O)NCc3ccco3)nn2)cc1OC	7	104	93	107	2	99	104	101
O=[N+]([O-])c1ccn(-c2nc(-c3cccs3)cc(C(F)(F)F)n2)n1	0	98	89	93	0	109	115	95
O=C(COC(=O)CCC1CCCC1)Nc1ccc(F)cc1Cl	0	109	105	109	0	115	115	103
Cc1cccc(CCN(C(=O)Cc2cccs2)C(C(=O)NC2CCCCC2)c2cccnc2)c1 (stereo not drawn)	3	99	99	97	0	106	93	94
Cc1ccc(C(=O)OCC(=O)N(CCc2ccccc2)Cc2ccccc2)cc1S(=O)(=O)N1CCOCC1	-5	104	112	108	3	87	108	91
Cc1csc2nc(O)c(C(=O)NC3CCCCCC3)c(=O)n12	0	90	82	83	0	90	89	101
CCOc1ccc(C2NC(=O)C(C#N)=C(S)N2c2ccc(OC)cc2)cc1OC (stereo not drawn)	6	103	105	105	1	107	108	101
COc1ccccc1N=NC1C(=O)N(C(N)=S)N=C1C (stereo not drawn)	8	108	104	96	1	110	104	102
O=C(NC1CCCC1)C(=O)N(Cc1cccnc1)C(C(=O)NCc1ccco1)c1ccccc1F (stereo not drawn)	13	105	92	99	3	102	79	96
CSc1nc2c(c(=O)[nH]1)C(c1cccc(Cl)c1Cl)CC(=O)N2 (stereo not drawn)	-2	100	112	109	0	107	110	98
COc1ccc(CN(C)C(=O)c2cc(S(=O)(=O)N3CCOCC3)ccc2N2CCCC2)cc1	9	94	94	93	2	92	100	93
COc1ccc(CNC(=O)CN(Cc2ccc(OC)cc2)C(=O)CCC(=O)Nc2nccs2)cc1	6	95	112	99	0	106	98	100
Cc1cc(NC(=O)C2CCCCC2)ccc1NC(=O)c1ccccc1Cl	8	83	95	92	1	93	98	100
CC(NC(=O)c1ccccc1F)C1CC1 (stereo not drawn)	15	97	102	99	2	102	97	98
O=C(O)c1ccc(/C=C2\SC(=S)N(NC(=O)c3ccc(Br)cc3)C2=O)cc1	2	96	97	96	1	96	90	92
Cc1ccc(-c2nnc(NCc3nc4ccccc4[nH]3)c3ccccc23)cc1S(=O)(=O)N1CCOCC1	-7	93	96	102	0	100	103	104
CCCCOc1ccc(C(=O)CCN2CCOCC2)cc1	12	118	100	98	1	105	101	93
COC(=O)[C@]1(Cc2ccccc2)N[C@H](c2ccc(SC3CCCCC3)c(OC)c2)[C@@H]2C(=O)N(C)C(=O)[C@@H]21	3	106	98	98	0	100	99	96
CC(C)N(CCCNC(=O)c1nn(C)c2c1CS(=O)(=O)c1ccccc1-2)Cc1ccccc1	10	98	100	102	1	102	98	98
COc1cc(C2c3c(oc4ccccc4c3=O)C(=O)N2CCN2CCOCC2)cc(OC)c1OC (stereo not drawn)	-4	103	100	101	0	105	95	99
CCC(C)NC(=O)c1ccccc1NC(=O)/C(=C/c1ccc(OC)cc1)c1ccccc1 (stereo not drawn)	-23	112	103	102	3	112	110	104
COCc1cc(C)nc(OCC(=O)N/N=C/c2ccc(OC)c(OC)c2)c1C#N	6	94	107	106	0	109	97	110
O=C(Nc1cccc(-c2ccc(N3CCOCC3)nn2)c1)c1ccc([N+](=O)[O-])cc1	-25	102	109	106	1	108	84	101
CC(=O)Nc1ccccc1OC(C)C(=O)N1CC(C)CC(C)C1 (stereo not drawn)	0	106	100	117	2	109	95	104
Cc1cc(NC(=O)CCC(=O)N(Cc2ccc(F)cc2)C(C(=O)NC2CCCC2)c2ccco2)no1 (stereo not drawn)	0	107	107	104	6	100	88	101
N#Cc1nc(-c2cccc3ccccc23)oc1N	-2	106	85	84	2	89	115	92
COc1ccccc1CC(=O)Nc1ncc(C)s1	8	94	105	105	0	111	100	107
CN(C)Cc1c(O)ccc2c(=O)c(-c3ccccc3)c(C(F)(F)F)oc12	6	97	107	99	1	104	87	102
CCOC(=O)N1CCN(C(=O)CSc2nc3c(cnn3-c3ccc(Cl)cc3)c(=O)[nH]2)CC1	-2	101	95	96	1	97	79	93
NC(=O)CSc1nnc(CNc2cccc(Cl)c2)n1CCc1ccccc1	14	104	94	101	2	97	104	97
CCOc1ccccc1N1CCN(C(=O)c2cc(-c3cc(OC)ccc3OC)nc3ccccc23)CC1	-5	93	94	96	2	103	93	103
COc1ccc(-c2nc(CS(=O)CC(=O)N3CCN(C)CC3)c(C)o2)cc1OC (stereo not drawn)	18	107	101	104	1	98	113	101
COc1ccccc1C(=O)COC(=O)CNS(=O)(=O)c1ccc(NC(C)=O)cc1	-3	88	91	90	5	97	91	111
CCOC(=O)N1CCC(NCc2c(C(=O)N(C)Cc3ccccc3)nc3ccccn23)CC1	0	98	100	103	0	105	96	104
CC(=O)c1cccc(NC(=O)C2C3C=CC(C3)C2C(=O)O)c1 (stereo not drawn)	2	104	97	101	0	104	77	97
CCOc1ccc(-n2ccnc2SCC(=O)Nc2nnc(CC)s2)cc1	-6	92	94	90	0	96	96	102
N#Cc1nc(Cc2ccccc2)oc1NCCCn1ccnc1	15	98	97	99	0	102	88	95
COCC(=O)Nc1nc2ccc(S(C)(=O)=O)cc2s1	15	96	90	101	3	98	107	99
CSc1ccc(S(=O)(=O)NCCSc2ccccn2)cc1	5	104	97	94	0	95	i	95
O=C(NCc1ccc(F)cc1)c1cccs1	-1	83	115	103	1	97	108	106
O=C1Cc2cc(S(=O)(=O)N3CCNCC3)ccc2N1	-7	92	104	94	0	91	101	101
O=C(NC1CC1)C1=C[C@@H](c2ccc(C(F)(F)F)cc2)C[C@@H](OCCCCO)O1	10	133	117	89	0	92	105	96
CCC(C)n1c(SCc2ccccc2)nc2ccsc2c1=O (stereo not drawn)	4	88	88	95	0	97	89	104
O=C(NCc1nnc2c(C(F)(F)F)cc(Cl)cn12)c1ccc2c(c1)OCO2	4	100	115	100	2	98	94	95
CC1CCCCC12NC(=O)N(CC(=O)NCc1ccccc1Cl)C2=O (stereo not drawn)	11	95	95	101	4	100	79	94
Cc1ccnc(OC(C(=O)O)C(OCCc2ccccc2)(c2ccccc2)c2ccccc2)n1 (stereo not drawn)	0	97	87	93	3	106	92	106
COC(=O)C1=C(C)N(CC2CC2)C(=O)N[C@H]1c1ccc(Br)cc1	-3	117	63	74	1	86	101	90
O=C(CSc1nnc(-c2ccccc2O)o1)N1CCCCC1	-1	89	98	98	0	93	107	95
COc1ccc(Br)cc1/C=N/NC(=O)c1ccc2nc[nH]c2c1	19	88	98	98	0	98	89	99
Cn1c(=O)c(Nc2ccc(Cl)cc2)c2c3c(cccc31)C(=O)c1ccccc1-2	-105	105	104	107	8	103	102	103
COc1cc(OC)c([N+](=O)[O-])cc1/C=N/NC(=O)c1ccncc1	5	102	99	101	2	94	102	93
CCCc1cc(=O)[nH]c(SCC(=O)Nc2ccc([N+](=O)[O-])cc2C#N)n1	22	111	113	118	0	102	112	103
O=C(O)c1ccc(N2C(=O)/C(=C\c3ccccc3)N=C2c2ccccc2)cc1	0	106	102	102	3	100	102	98
N#Cc1ccccc1OCC(=O)NCC1(N2CCCCC2)CCCCC1	-3	93	92	97	0	95	110	96

Single records, as listed above. Screens in order: VLA-4 inh | LAP4-GFP MLPCN | CIT2 TOR yeast | AGP1-GFP MLPCN | GRK2 inh | MEP2-GFP yeast | CR mimetic SO | RPL19A-GFP yeast
`Cc1ccnc(OC(C(=O)O)C(OCCc2ccccc2)(c2ccccc2)c2ccccc2)n1` (stereo not drawn) is listed as 0 | 97 | 87 | 93 | 3 | 106 | 92 | 106
`O=C(NC1CC1)C1=C[C@@H](c2ccc(C(F)(F)F)cc2)C[C@@H](OCCCCO)O1` is listed as 10 | 133 | 117 | 89 | 0 | 92 | 105 | 96

Among those listed so far, these contain fluorine:
SMILES	VLA-4 inh	LAP4-GFP MLPCN	CIT2 TOR yeast	AGP1-GFP MLPCN	GRK2 inh	MEP2-GFP yeast	CR mimetic SO	RPL19A-GFP yeast
C/C(CCc1ccc2c(c1)OCO2)=N\N=C(/N)SC1CC(=O)N(c2ccccc2F)C1=O (stereo not drawn)	10	90	102	100	0	86	101	94
Cc1cc(C(=O)CN2C(=O)C(=O)N(CC(C)C)C2=O)c(C)n1-c1ccccc1F	11	99	113	108	0	114	96	112
O=C1N(Cc2cccnc2)C[C@@H]2C[C@@H](c3cccc(C(F)(F)F)c3)N3CCC[C@@]123	0	96	103	100	0	105	104	102
O=[N+]([O-])c1ccn(-c2nc(-c3cccs3)cc(C(F)(F)F)n2)n1	0	98	89	93	0	109	115	95
O=C(COC(=O)CCC1CCCC1)Nc1ccc(F)cc1Cl	0	109	105	109	0	115	115	103
O=C(NC1CCCC1)C(=O)N(Cc1cccnc1)C(C(=O)NCc1ccco1)c1ccccc1F (stereo not drawn)	13	105	92	99	3	102	79	96
CC(NC(=O)c1ccccc1F)C1CC1 (stereo not drawn)	15	97	102	99	2	102	97	98
Cc1cc(NC(=O)CCC(=O)N(Cc2ccc(F)cc2)C(C(=O)NC2CCCC2)c2ccco2)no1 (stereo not drawn)	0	107	107	104	6	100	88	101
CN(C)Cc1c(O)ccc2c(=O)c(-c3ccccc3)c(C(F)(F)F)oc12	6	97	107	99	1	104	87	102
O=C(NCc1ccc(F)cc1)c1cccs1	-1	83	115	103	1	97	108	106
O=C(NC1CC1)C1=C[C@@H](c2ccc(C(F)(F)F)cc2)C[C@@H](OCCCCO)O1	10	133	117	89	0	92	105	96
O=C(NCc1nnc2c(C(F)(F)F)cc(Cl)cn12)c1ccc2c(c1)OCO2	4	100	115	100	2	98	94	95
